NCI-60 one-dose screen, 48 h, at 10 µM unless noted. Numbers give growth in % (100 = growth as untreated, 0 = no growth, -100 = all killed).
RPMI-8226: RPMI-8226 leukemia cells; AID 1794781; 77,000 tested, 7.5% active
A549/ATCC: A549/ATCC NSCLC; 81,000 tested, 3.7% active; AID 1794740
CCRF-CEM: CCRF-CEM leukemia; 77,000 tested, 7% active
HOP-92: HOP-92 NSCLC cells; 71,000 tested, 6.3% active; AID 1794738
MDA-MB-435: MDA-MB-435 melanoma | 82,000 tested, 7.8% active | AID 1794794
M14: M14 melanoma | 80,000 tested, 6.2% active
HOP-62: HOP-62 NSCLC. 80,000 tested, 3.9% active. AID 1794735
EKVX: EKVX NSCLC | AID 1794765 | 71,000 tested, 3% active
* marks the source's active call; other numbers are inactive results; nt = no result given; & = joins results of further samples. How the source made its calls: active means growth percent below 10; inactive means the rest.

SMILES	RPMI-8226	A549/ATCC	CCRF-CEM	HOP-92	MDA-MB-435	M14	HOP-62	EKVX
Cc1ccc(/C=C(\C#N)c2cc3ccccc3[nH]2)o1	84	100	95	94	101	99	99	83
O=S(=O)(NCCCNc1nccc(-c2[nH]c(-c3ccccc3)nc2-c2ccc(F)c(O)c2)n1)c1ccc(F)cc1	44	92	31	95	45	24	125	82
C=CC(=O)N1CC=C(c2cc3c(N[C@H](C)c4ccccc4)ncnc3[nH]2)CC1	86	60	nt	39	95	100	58	30
CC(=O)OC1OC(COC(c2ccccc2)(c2ccccc2)c2ccccc2)C(OC(C)=O)C(OC(C)=O)C1OC(C)=O (stereo not drawn)	48	59	66	nt	94	92	91	nt
CCCCC(C(O)c1ccc(C(C)(C)C)cc1)N(CC)CC (stereo not drawn)	96	97	98	82	102	89	93	85
N#C/C(=C\c1cccnc1Cl)C(N)=O	111	100	105	104	106	102	108	110
C=C(C)[C@@H]1CC[C@]2(C(=O)O)CC[C@]3(C)[C@H](CC[C@@H]4[C@@]5(C)Cc6cc(Cc7ccc(Cl)cc7)oc6C(C)(C)[C@@H]5CC[C@]43C)[C@@H]12	86	82	107	104	100	100	101	101
Cc1noc(C)c1-c1ccc2[nH]c(=O)nc(-c3ccccc3)c2c1	86	90	85	62	99	95	86	99
CN1C(=O)CC[C@H]1c1cccnc1	106	nt	105	117	109	105	110	115
C#CCOc1cc(N(CC)CC)ccc1C(C(=O)NC(C)(C)C)N(C(=O)C1CCc2cc(F)ccc2O1)c1ccccc1Br (stereo not drawn)	38	54	58	56	51	56	73	60
O=C(CSc1nnc(-c2ccc(NC(=O)c3cccnc3)cc2)o1)Nc1ccc([N+](=O)[O-])cc1	nt	92	96	64	109	104	80	91
O=[N+]([O-])c1ccc(N/N=C/c2cccc3ccccc23)cc1	100	119	96	94	98	108	105	62
CNc1cccc2c1C(=O)c1cccc(N)c1C2=O	39	60	20	20	36	11	89	38
O=C(O)CN(CCN1CC(=O)OC(=O)C1)CCN1CC(=O)OC(=O)C1	57	46	58	82	68	70	77	84
O=C(NC1CCCC1)c1ccc(C(=O)NC2CCCC2)cc1	122	92	106	105	103	113	90	nt
CCCCOc1cc(C(=O)NCCN(CC)CC)c2ccccc2n1	94&85	nt	89	52&46	98&89	105&94	102&99	75
COc1cc(/C=N\NC(=O)c2cnn(CC(O)c3ccccc3)c2N)cc(OC)c1OC (stereo not drawn)	85	93	95	81	98	100	81	nt
COc1ccc(CCC(N)c2ccccc2)cc1OC (stereo not drawn)	100	91	110	87	113	106	96	100
O=C(CN1CCNCC1)Nc1cccc(-c2cc3ccccc3[nH]2)c1	60	71	59	50	82	80	93	65
COC(C)CCO (stereo not drawn)	96	107	nt	94	104	103	105	nt
Cn1c(O)c(/C=N/c2nccs2)c2ccccc21	96	87	nt	86	105	105	62	42
O=C(O)c1cn(C2CC2)c2cc(N3CCN(Cc4nnc(Nc5ccccc5)o4)CC3)c(F)cc2c1=O	106	98	92	104	98	96	100	103
CC(c1ccccn1)C(C)(O)C(C)c1ccccn1 (stereo not drawn)	nt	106	114	nt	104	91	101	95
C[N+](C)([O-])c1ccc(/C=C/c2c(F)cccc2F)cc1	96	87	106	76	103	93	79	69
N=C(N)CC(N)=O	109	104	95	nt	111	107	104	113
O=C(/C(=C/c1cccc([N+](=O)[O-])c1)c1ccccc1)c1ccccc1	-7.3*	54	1.9*	nt	7.5*	46	91	nt
COc1cc(OC)cc(-c2n[nH]nc2-c2ccc3c(c2)OCO3)c1	26	29	10	57	-83*	14	30	nt
N#Cc1c(-c2ccccc2)c2c(N)nn(-c3ccccc3)c2[nH]c1=O	93	112	98	92	104	95	95	87
COc1ccc2nc3cc(Cl)ccc3c(NCCNCC(O)CO)c2c1 (stereo not drawn)	21	15	25	13	28	28	32	42
CC(=O)c1ccc(NC(=O)CN2CCN(c3cc(=O)[nH]c4ccc(F)cc34)CC2)cc1	107	105	95	147	102	105	104	101
Cc1ccc(-c2nc3sccn3c2/C=C/C(=O)c2ccccc2C(F)(F)F)cc1	68	77	85	26	83	88	82	84
O=C(O)c1ccc(N/N=C/c2cn(-c3ccc(C(=O)O)cc3)nc2-c2ccc(F)cc2)cc1	105	108	103	92	104	100	108	100
NS(=O)(=O)c1ccc(N2C(=O)[C@H]3CC=CC[C@H]3C2=O)cc1	104	104	112	108	nt	100	86	100
Cc1cc2nc3c(=O)[nH]c(=O)nc-3n(CC(O)C(O)C(O)CO)c2cc1C (stereo not drawn)	117&102&128	95&91&101	102&94&118	103&80&102	136&104&105	90&99&100	77&110	122&95&98
Cc1nn(-c2ccccc2)c2c1N=c1s/c(=C\c3ccc(C(F)(F)F)cc3)c(=O)n1C(C)N2 (stereo not drawn)	58	33	84	62	92	97	95	101
O=C(Sc1nnc(-c2sc3nnc(-c4ccccc4)c(-c4ccccc4)c3c2O)o1)c1ccccc1	94	nt	80	93	105	103	113	117
Cc1nc2ccccc2c2[nH]n(-c3ccc(C#N)cc3)c(=O)c12	108	102	111	105	106	104	102	85
Oc1c(-c2[nH]c3ccccc3c2O)[nH]c2ccccc12	105	115	110	81	111	96	77	96
CC(=O)N1N=C(c2ccccc2)CC1c1c(C)nn(-c2ccccc2)c1N1CCOCC1 (stereo not drawn)	100	84	94	73	98	91	91	93
CN(C)c1nc(-c2cccs2)n2nc(-c3ccco3)cc2n1	73	101	94	nt	104	98	106	80
CC1CCC(C(O)(C(=O)O)C2CCCCC2)CC1C (stereo not drawn)	97	93	94	81	100	107	102	100
CC1(CO)CCCC1NCCNC1CCCC1(C)CO (stereo not drawn)	97&102	104&105	100	101&83	102&98	103&97	100&109	101
Cc1cc(N2CCN(C)CC2)nc(NC2CCCC(Nc3ccnc4cc(Cl)ccc34)C2)n1 (stereo not drawn)	-48*	3.0*	-26*	-70*	-86*	-86*	-31*	34
COc1cccc(/C=C/c2sc(N3N=C(c4ccc(Cl)cc4)CC3c3cccnc3)nc2C)c1 (stereo not drawn)	91	105	104	103	108	108	102	88
COc1cc2oc(C(=O)N[C@@H](Cc3ccccc3)C(=O)C(=O)NCc3ccccc3)c(C)c(=O)c2cc1O	101	98	90	73	100	100	98	93
Cc1ccc(C2(O)CCN(Cc3ccccc3)CC2)cc1	103	99	101	83	104	105	97	101
COc1ccc2[nH]cc(/C=N/Nc3cccc(Cl)n3)c2c1	-0.9*	70	9.7*	27	45	50	59	44
CCCCC(C(=O)O)c1ccccc1 (stereo not drawn) (tested in a mixture with another compound)	103	95	nt	nt	100	105	97	nt
O=C(Nc1cc(-c2ccccc2)[nH]n1)c1ccc(Cl)cc1	37	70	62	81	86	64	88	101
C#C[C@]1(O)CC[C@H]2[C@@H]3CC=C4c5sc(N=C(N)N)nc5CC[C@]4(C)[C@H]3CC[C@@]21C	-29*	-13*	4.5*	33	-56*	nt	-38*	13
Additional results
SMILES	RPMI-8226	A549/ATCC	CCRF-CEM	HOP-92	MDA-MB-435	M14	HOP-62	EKVX
CN(NC(=O)NN(C)C(=O)c1ccccc1)C(=O)c1ccccc1	101	100	95	102	101	124	104	99
CC(=O)OC1Oc2ccccc2-c2oc(=O)c(-c3cc4ccc(N(C)C)cc4oc3=O)cc21 (stereo not drawn)	-20*	61	6.7*	-3.6*	44	47	69	35
O=c1[nH]c2ccccc2c(O)c1/C=N/C(=S)NC1CCCCC1	114	114	119	103	104	98	93	96
O=C1CCCCC1Nc1ccc(Br)cc1 (stereo not drawn)	95	99	88	nt	111	103	104	108
C[N+]1(C2CCC3CCCC2C3=O)CCCC1 (stereo not drawn)	101	91	109	117	117	98	100	124
COc1ccc(NC(=O)CCn2c(=O)c3c(ncn3C)n(C)c2=O)cc1	95	80	97	88	108	95	100	106
Cc1ccc(-c2nc(C#N)c(NCC(c3ccc(Cl)cc3)N3CCCCC3)o2)cc1 (stereo not drawn)	84	100	86	94	95	103	101	92
NC(=O)N1c2ccccc2C=Cc2ccccc21	35&85	105&92	86&98	85&97	101&108	107&107	171&100	111&105
Nc1ncc(C(=O)O)c(N)n1	117	106	99	90	123	104	103	119
CNC(=O)c1cn2c3c(c(N4CCN(C)CC4)c(F)cc3c1=O)OC[C@@H]2C	96	96	nt	98	104	106	95	93
CCN1C/C(=N\S(=O)(=O)c2ccccc2)N(CC)C1=S	nt	98	nt	139	101	99	105	99
COC(=O)CC1OC(C)C23OC2(C(=O)c2c(C4CCC(C(C)O)N4C)ccc(O)c2C3O)C1O (stereo not drawn)	100	85	99	85	106	93	96	111
COc1ccc(-c2cc(C#N)c(/N=C\NNC(=O)c3cccnc3)o2)cc1	103	107	104	113	103	125	108	101
CCOC(=O)/C=C/c1ccc(O)c(OC)c1	116	91	89	116	100	104	116	nt
NC(=O)NCc1ccccc1	97	97	98	96	92	97	85	nt
CC(N)C(O)(c1ccccc1)c1ccccc1 (stereo not drawn)	112	89	95	nt	103	100	92	96
COc1ccc(C(=O)c2cc(C(=O)/C=C/c3ccc(N(C)C)cc3OC)c3cc(C)ccn23)cc1	93	105	99	95	107	103	101	100
Fc1cc(-c2nnc(Nc3ccc(Cl)cc3)o2)cc(F)c1F	107	97	97	114	110	111	104	110
C[C@@H]1O[C@@H](O[C@@H]2C[C@H](c3ccc4c(c3O)C(=O)C3=C(C4=O)[C@@]4(O)C(=O)C[C@](C)(O)C[C@@]4(O)C=C3)O[C@H](C)[C@H]2O)C[C@H](O)[C@H]1O	93	103	86	117	108	105	106	100
CCOC(=O)/C(C#N)=C\c1c[nH]c2ccccc12	56	105	108	82	113	97	81	76
O=C(Cn1cc(CSc2nc3ccccc3o2)nn1)Nc1ccc(F)cc1F	114	113	113	114	114	108	114	119
COc1cc(Cn2c(SCc3ccc(Cl)cc3)nc3ccccc3c2=O)cc(OC)c1OC	59	85	77	63	92	84	90	nt
C[C@@H](O)CC[C@@]12C(I)=C3CCCC[C@@]3(C)[C@@H]1CCc1cc3c(cc12)OCO3	97	92	88	76	83	98	97	93
COc1ccc2c(C3(c4cn(C)c5cc(OC)ccc45)C(=O)Nc4ccccc43)cn(C)c2c1	77	97	90	88	100	99	78	81
O=Cc1cc([N+](=O)[O-])ccc1O	102	95	107	104	106	110	95	nt
Cc1nn(-c2ccccc2)cc1/C=C(\C#N)C(=O)Nc1sc2c(c1C#N)CCCC2	89	102	102	96	98	98	99	102
Cc1csc(/N=C(N)/N=C(\N)c2ccccc2F)n1	100	101	106	32	104	95	96	90
Nc1ccc(S(=O)(=O)Nc2nccs2)cc1N=Nc1ccccc1[N+](=O)[O-]	88	95	96	74	124	111	88	103
CC(=O)Nc1cccc(C[P+](c2ccccc2)(c2ccccc2)c2ccccc2)c1	42	97	72	68	70	87	83	nt
COc1ccc(C2=NN(/C=C3\SC(=O)NC3=Nc3ccc(F)cc3)C(c3ccc(F)cc3)C2)cc1 (stereo not drawn)	89	92	102	100	106	104	105	82
CCN1CCN(Cc2cn(CC(=O)Nc3ccc4c(ccn4C)c3)nn2)CC1	111	102	104	109	102	104	104	110
CCn1c(O)c(/C=N/c2ccccn2)sc1=S	97	99	104	96	104	104	116	99
CCCCC/C(=C\c1ccccc1)C1OCC(C)(C)CO1	110	106	101	114	105	91	95	98
O=C1c2ccccc2C(=O)c2c(-c3ccccc3)oc(-c3ccccc3)c21	92	81	99	79	102	94	107	nt
CN(N=O)c1ccc(/C=C/c2ccccc2)cc1	98	98	97	98	93	99	87	nt
CN1CCCc2cc(/C=C3\SC(=S)N(C(Cc4ccc(O)cc4)C(=O)O)C3=O)ccc21 (stereo not drawn)	96	105	106	94	103	101	109	92
CCC=C(C(=O)O)C(=O)O	106	98	98	103	109	101	94	102
Cc1cc(NCCN(C)C)n2c(nc3ccccc32)c1C#N	92	96	92	105	111	101	87	100
Clc1ccc(Nc2ncc(Cc3cccc(Cl)c3Cl)s2)cc1	89	87	94	89	105	103	108	98

A stretch from further up:
SMILES	RPMI-8226	A549/ATCC	CCRF-CEM	HOP-92	MDA-MB-435	M14	HOP-62	EKVX
Cc1nn(-c2ccccc2)cc1/C=C(\C#N)C(=O)Nc1sc2c(c1C#N)CCCC2	89	102	102	96	98	98	99	102
Cc1csc(/N=C(N)/N=C(\N)c2ccccc2F)n1	100	101	106	32	104	95	96	90
Nc1ccc(S(=O)(=O)Nc2nccs2)cc1N=Nc1ccccc1[N+](=O)[O-]	88	95	96	74	124	111	88	103
CC(=O)Nc1cccc(C[P+](c2ccccc2)(c2ccccc2)c2ccccc2)c1	42	97	72	68	70	87	83	nt
COc1ccc(C2=NN(/C=C3\SC(=O)NC3=Nc3ccc(F)cc3)C(c3ccc(F)cc3)C2)cc1 (stereo not drawn)	89	92	102	100	106	104	105	82
CCN1CCN(Cc2cn(CC(=O)Nc3ccc4c(ccn4C)c3)nn2)CC1	111	102	104	109	102	104	104	110
CCn1c(O)c(/C=N/c2ccccn2)sc1=S	97	99	104	96	104	104	116	99
CCCCC/C(=C\c1ccccc1)C1OCC(C)(C)CO1	110	106	101	114	105	91	95	98
O=C1c2ccccc2C(=O)c2c(-c3ccccc3)oc(-c3ccccc3)c21	92	81	99	79	102	94	107	nt
CN(N=O)c1ccc(/C=C/c2ccccc2)cc1	98	98	97	98	93	99	87	nt
CN1CCCc2cc(/C=C3\SC(=S)N(C(Cc4ccc(O)cc4)C(=O)O)C3=O)ccc21 (stereo not drawn)	96	105	106	94	103	101	109	92
CCC=C(C(=O)O)C(=O)O	106	98	98	103	109	101	94	102
Cc1cc(NCCN(C)C)n2c(nc3ccccc32)c1C#N	92	96	92	105	111	101	87	100
Clc1ccc(Nc2ncc(Cc3cccc(Cl)c3Cl)s2)cc1	89	87	94	89	105	103	108	98

Not a hit list; 13% or so of the library scored in one or more.
